High-throughput results (PubChem)
UHRF1 MBD2 ctr – UHRF1 methyl-DNA binding inhibition | Q96T88 | actives 0.75% (n = 370,000) | UHRF1 binding to methylated oligo, TR-FRET | AID 687016 | inhibition, % at 4.4 µM; in the data active = inhibition above about 21%;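 note: UHRF1 SRA domain binding a hemimethylated CpG hairpin DNA probe; 0% = median of test compound wells and 100% = reference inhibitor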
PLC-beta3 inh – inhibitors of human phospholipase C beta3; Purified PLC-beta3, fluorogenic substrate, fluorescence; inhibition, % at 12.2 µM; actives 0.18% (n = 370,000); AID 720704; in the data active = inhibition above about 11%;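 note: 0% = median of compound wells on plate and 100% = full blocker control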
ASAP1 GAP inh – ASAP1 ArfGAP inhibition. actives 0.19% (n = 360,000). Q9ULH1. AID 624377. ASAP1-stimulated ARF1 GTP hydrolysis, GDP FP detection. inhibition, % at 16.5 µM; in the data active = inhibition above about 25%;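 note: 0% = vehicle with enzyme and substrate and 100% = no enzyme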
Tn6 DDE FP – disrupts Tn6 cyclic peptide binding to fibrin D-Dimer-E complex; P02675; Fibrin DD(E) TRITC-Tn6 fluorescence polarization displacement; inhibition, % at 8.3 µM; AID 720509; actives 0.21% (n = 370,000);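 active = inhibition above a per-campaign cutoff: mean of compounds within control limits plus 3 SD, cut at about 15% in these data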;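 note: 0% = median of all compound wells on the plate and 100% = blocking peptide control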
ARFGAP1 inh – rat ARFGAP1 inhibition. Q62848. Arfgap1-stimulated ARF1 GTP hydrolysis, GDP FP detection. inhibition, % at 16.5 µM. actives 0.26% (n = 360,000);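 active = inhibition above a per-plate limit, mean inhibition of low control wells plus 3 SD, cut at about 25% in these data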;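 note: 0% = DMSO wells with enzyme and 100% = wells lacking Arfgap1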
Target sequence (Q62848 1-136 limits assumed): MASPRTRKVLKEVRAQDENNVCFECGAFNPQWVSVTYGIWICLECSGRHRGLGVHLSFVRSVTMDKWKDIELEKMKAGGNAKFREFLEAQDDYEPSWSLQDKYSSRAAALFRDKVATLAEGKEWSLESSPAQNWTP
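Assay system: purified rat His6-Arfgap1 residues 1-136 (GAP domain); Reagent: human Δ17 ARF1 bound to GTP; Dosing: 16.5 µM single point, 1.26% DMSO; Times: GTP hydrolysis reaction 2 h at 25 °C; Signal: FP, GDP Alexa 633 tracer displaced from anti-GDP antibody, 620/688 nm; Measure: % inhibition from polarization.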
Tn7 DDE FP – DD(E)-Tn7 binding inhibition, primary FP screen; P02675; FP displacement of FITC-Tn7 peptide from fibrin DD(E); 0% = median of compound wells per plate; inhibition, % at 8.3 µM; actives 0.13% (n = 370,000);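 active = inhibition above the mean of compounds falling within the control limits plus 3 SD of them, cut at about 14% in these data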;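 note: 0% = plate median of compound wells and 100% = 10 µM Aha-Tn7 peptide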
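Test system – human fibrin DD(E) · Times – 10 min preincubation, 3 h with tracer, room temperature · Detection – fluorescence polarization of the labelled Tn7 tracer · Measure – percent inhibition normalized to high-control wells · Benchmarks – high control wells with 10 µM unlabelled Aha-Tn7 peptide (full inhibition) · Repeats – singlicate testing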
PLCg1 inh – PLC-gamma1 (human) inhibition, primary screen. AID 720700. inhibition, % at 12.2 µM. purified PLC-gamma1, fluorogenic substrate, fluorescence. actives 0.84% (n = 370,000); in the data active = inhibition above about 9.5%
sPLA2-III inh – Inhibits HGIII-sPLA2 liposome hydrolysis, primary screen | QFRET BODIPY PC-A2 liposome hydrolysis, fluorescence | actives 0.56% (n = 370,000) | Q9NZ20 | AID 743126 | inhibition, % at 12.2 µM;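 active = inhibition above mean plus 3 SD of compounds lying within the high and low control bounds, cut at about 19% in these data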;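 note: 0% = median of test compound wells and 100% = no enzyme DMSO wells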
Target sequence (Q9NZ20 whole entry, looked up): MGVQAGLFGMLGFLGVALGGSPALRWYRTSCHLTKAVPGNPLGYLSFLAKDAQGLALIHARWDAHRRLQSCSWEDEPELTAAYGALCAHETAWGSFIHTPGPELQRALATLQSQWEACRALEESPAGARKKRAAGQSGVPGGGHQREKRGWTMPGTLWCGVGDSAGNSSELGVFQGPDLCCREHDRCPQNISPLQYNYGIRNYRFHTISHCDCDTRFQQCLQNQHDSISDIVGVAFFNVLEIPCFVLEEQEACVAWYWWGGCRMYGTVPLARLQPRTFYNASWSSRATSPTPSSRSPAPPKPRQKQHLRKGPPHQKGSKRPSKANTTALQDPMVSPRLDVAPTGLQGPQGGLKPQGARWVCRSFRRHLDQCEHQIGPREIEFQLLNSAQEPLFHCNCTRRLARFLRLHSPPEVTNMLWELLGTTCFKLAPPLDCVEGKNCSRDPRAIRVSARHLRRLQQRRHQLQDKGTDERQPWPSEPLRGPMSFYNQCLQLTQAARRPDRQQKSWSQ
NR1D1 modulator – modulates human Rev-erb alpha binding to DNA. P20393. Rev-erbα–FITC-DNA binding, fluorescence polarization, 90 min. activity, % at 10 µM. actives 0.79% (n = 370,000);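 active = activity above about 14%, limit read from the data; passing the limit was not always enough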;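 note: 0% = DMSO wells with 35 nM protein and 100% = DMSO wells with 750 nM protein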
KLK7 zymogen act – activates the human kallikrein-7 zymogen | P49862 | purified proKLK7, EDANS-DABCYL substrate fluorescence; 100% is mature enzyme control, 0% vehicle | activation, % at 7 µM | actives 0.9% (n = 370,000);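 active = activation above the mean of all tested compounds plus 3 SD, computed per campaign excluding outliers beyond control limits, cut at about 13% in these data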
Target sequence (P49862 whole entry, looked up): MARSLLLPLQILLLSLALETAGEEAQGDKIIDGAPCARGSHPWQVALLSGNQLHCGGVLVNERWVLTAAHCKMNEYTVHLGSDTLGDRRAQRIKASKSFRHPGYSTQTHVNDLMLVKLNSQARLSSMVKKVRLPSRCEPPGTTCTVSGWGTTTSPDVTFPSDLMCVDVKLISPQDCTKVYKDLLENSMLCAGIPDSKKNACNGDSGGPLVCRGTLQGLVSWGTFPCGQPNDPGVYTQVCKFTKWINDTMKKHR
Starred values were filed as active, the others as inactive; i = inactive.

smiles,PLCg1 inh,Tn7 DDE FP,UHRF1 MBD2 ctr,sPLA2-III inh,ASAP1 GAP inh,PLC-beta3 inh,KLK7 zymogen act,NR1D1 modulator,ARFGAP1 inh,Tn6 DDE FP
CC1=C(C(=O)OC(C)C)C(C2CC=CCC2)NC(=O)N1 (stereo not given),11.8*,-8.3,2.4,5.0,-6.3,2.8,-0.7,-5.6,-1.3,4.8
CCCc1[nH]n(-c2nc3ccccc3s2)c(=O)c1C=NCC(C)C,-0.1,2.1,-0.4,-0.9,0.4,1.4,0.1,-1.8,1.6,-4.7
COc1ccc(-n2cc(-c3ccccc3)c3c(N4CCOCC4)ncnc32)cc1,-4.8,5.0,-0.8,-6.9,7.4,-13.1,-0.4,-3.1,-2.9,5.1
C[C@@H]1CCC[C@]2(O[C@@H](CCO)C[C@H](O)[C@H]2O)O1,5.5,-4.3,-1.7,10.9,-13.3,8.7,0.3,-3.1,7.7,5.4
CCOc1cc(C=O)ccc1OCCCN1C(=O)NC(C)(C)C1=O,1.2,0.7,2.1,6.9,5.5,-3.3,-0.9,-1.6,8.1,-1.1
Cc1cnc(C(=O)NNC(=O)c2ccc(Br)cc2)cn1,3.9,1.7,5.8,5.1,-6.1,3.5,-0.2,-0.1,9.1,-1.7
COc1ccccc1NC(=O)CSc1nnc(CC(=O)Nc2ccccc2C)n1C,-1.4,-3.2,1.4,-3.7,-1.3,-8.2,0.1,3.6,-1.3,-6.5
CSc1ccc(/C=N/NC(=O)c2ccccc2Cl)cc1,-18.6,-1.9,-4.8,-4.9,-10.1,-36.1,0.8,-1.0,-10.9,-3.6
Cc1c(N=C2NN=C(c3ccc(Cl)cc3)CS2)c(=O)n(-c2ccccc2)n1C,-0.9,-5.9,0.8,2.6,-9.9,-2.9,0.0,-6.9,5.7,1.5
COC(=O)C1=C(C)N(C2CCCCC2)C(=O)C1,-1.0,-6.0,0.3,-13.4,8.6,-2.0,0.1,0.0,0.2,-8.1
COC(=O)c1cc(COC(=O)c2nc3nc(C)cc(C)n3n2)oc1C,9.1,-6.5,2.9,-2.3,3.6,12.0*,-0.1,9.0,1.4,-5.5
Cc1onc(-c2ccccc2)c1CNC(=O)Nc1cccc(Cl)c1,4.3,3.8,1.6,-13.2,21.5,-6.5,0.4,6.7,9.0,-4.4
COc1ccccc1N1CCN(C(=O)COc2cc(C)cc(C)c2)CC1,-2.2,6.6,27.5*,2.6,0.1,-6.5,0.0,-5.2,5.5,5.6
CCCCC(=O)N(c1ccc(OC)cc1)C1C=CS(=O)(=O)C1 (stereo not given),1.6,6.3,-0.3,4.8,-5.7,3.9,0.3,-1.3,2.0,-3.8
CC(=O)N1CCN(c2nnc(-c3ccccc3)c3ccccc23)CC1,2.3,-3.5,2.8,2.4,2.8,-2.6,-0.1,2.7,4.8,-9.1
CC(C)(C)Nc1c(N)c(=O)oc2ccccc12,1.5,3.2,-5.1,3.8,-3.2,1.9,0.8,7.8,-7.5,-4.8
CC(=O)Nc1ccc(C(=O)OCC(=O)NC(=O)NC(C)(C)C)cc1,1.3,-0.7,7.6,-5.2,1.7,1.4,0.7,0.6,-13.7,-8.4
CCC1=C2CC[C@H]3C(=O)N(c4ccccc4)C(=O)[C@H]3[C@H]2[C@@]2(C)C(=NCc3ccccc3)OC(=O)N2C1=O,-8.8,-6.8,-0.8,2.1,9.8,-11.0,0.5,2.1,-3.5,-4.0
CCOC(=O)c1cnn(-c2cc(Oc3ccccc3)ncn2)c1N,2.9,-3.9,-0.2,-3.6,7.5,0.2,-0.4,3.4,1.1,-1.4
Cc1ccc(C(=O)COC(=O)C(C)N2C(=O)C3C4C=CC(C4)C3C2=O)cc1 (stereo not given),5.1,-1.3,1.8,10.3,-3.5,1.9,-0.2,-3.9,-3.6,6.2
CCCC1NC(=S)NC(C)=C1C(C)=O (stereo not given),-0.1,-0.9,5.7,7.0,-0.8,-6.5,0.7,-2.2,2.6,-0.6
Cc1ccc(C23CC4CC(CC(C(=O)NC(C(=O)O)C(C)C)(C4)C2)C3)cc1 (stereo not given),-0.8,-0.4,-1.1,-6.2,-5.4,-5.1,0.2,3.0,4.1,10.8
O=[N+]([O-])c1ccc2c(c1)-c1ccccc1C2O (stereo not given),-5.8,0.6,-12.9,-4.0,-6.0,-10.5,0.0,-0.9,3.3,-4.7
CCOc1ccc(S(=O)(=O)N2CCC(C(=O)NCCN3CCOCC3)CC2)cc1C,7.0,-3.3,-1.6,-1.1,-6.7,-3.6,-0.8,-0.8,-1.6,4.3
COCCN(C(=O)COC(=O)c1cc2c(s1)CCCC2)c1c(N)n(Cc2ccccc2)c(=O)[nH]c1=O,-2.0,3.1,4.2,-10.2,9.1,-13.6,1.0,-0.2,8.4,-5.1
CCOC(=O)C1CCCN(S(=O)(=O)c2cc3c4c(c2)CCC(=O)N4CCC3)C1 (stereo not given),1.6,1.9,1.1,3.2,11.3,-6.3,0.7,8.3,0.2,7.7
Cc1c(Cl)cnc(NC(=O)CSc2nnc3ccccn23)c1Cl,-3.4,4.4,-1.2,-1.5,-2.6,-1.5,0.5,-3.5,9.4,4.0
O=C(c1ccc(N2CCN(C(=O)c3ccc(F)cc3F)CC2)cc1)c1cccc(F)c1,-85.9,7.1,1.7,-15.9,-7.5,-136.2,-3.1,5.8,2.4,2.2
Nc1cc(Nc2ccccc2)ccn1,0.5,-1.8,-0.6,-2.0,7.5,-7.5,-0.8,-3.5,8.1,4.0
O=S(=O)(c1ccc(NC(=S)NCc2ccncc2)cc1)N1CCCCC1,1.2,2.0,10.7,3.0,-2.1,-6.7,-0.3,8.4,4.9,-9.1

(cont.)
smiles,PLCg1 inh,Tn7 DDE FP,UHRF1 MBD2 ctr,sPLA2-III inh,ASAP1 GAP inh,PLC-beta3 inh,KLK7 zymogen act,NR1D1 modulator,ARFGAP1 inh,Tn6 DDE FP
CCC(=O)N1CCN(c2ccccc2NC(=O)COc2cc(C)ccc2C(C)C)CC1,-0.7,-4.3,1.0,-2.4,-4.3,0.1,0.2,-4.2,-10.7,4.8
Cc1ccccc1OCC(=O)OCC(=O)NC1CCCC1,-2.7,4.8,2.3,-2.6,-2.3,-0.7,-0.1,0.8,14.6,5.2
Cc1cc(NC(=O)c2cc(-c3cccc(OCC(C)C)c3)nc3ccccc23)no1,-1.8,-1.9,-1.4,0.1,-11.3,-3.2,0.8,0.5,2.8,9.4
NC(=O)NC(Cc1ccccc1)C(=O)N1CCN(S(=O)(=O)c2ccc(Cl)cc2)CC1 (stereo not given),2.5,11.6,-1.8,-7.0,-9.7,4.0,-0.3,-1.4,0.6,-3.0
C=CCn1c(O)c(N=NC(=S)Nc2ccccc2F)c2ccccc21,4.8,4.6,-4.4,20.3*,1.4,3.3,-0.1,-6.0,3.4,6.2
COc1ccc(S(=O)(=O)N2CCCCCC2)cc1C(=O)N(C)Cc1ccc(Cl)cc1Cl,1.8,-3.1,-0.8,-12.1,-2.5,0.2,-0.3,-5.2,-0.2,10.3
O=C(CS(=O)(=O)Cc1ccccc1)Nc1ncccn1,7.2,0.5,4.4,0.0,-0.9,2.5,0.0,5.0,2.5,2.9
COc1cccc(/C=C/c2nc3c(cnn3-c3ccccc3)c(=O)[nH]2)c1,-1.7,-9.9,0.6,-1.2,16.6,-8.9,0.2,-1.1,27.7*,-3.4
Cc1ccc(C(=O)N/C(=C\c2cccs2)C(=O)NCc2cccnc2)cc1,-2.6,-5.8,-2.0,-7.6,-6.7,4.0,0.5,2.1,-0.2,-2.5
Cc1ccc(NC(=O)Cn2c(=O)oc3ccccc32)cc1,1.0,2.5,1.9,-2.5,-13.9,-10.5,-0.3,-1.0,-3.4,0.9
COc1ccc2oc(=O)c(C(=O)Oc3ccc(NC(C)=O)cc3)cc2c1,i,8.3,-7.3,2.7,3.9,i,214.9*,4.7,-14.6,0.8
O=S(=O)(NC(=S)c1ccccc1)c1ccc(F)cc1,1.7,4.3,-1.9,2.8,1.4,-4.4,-0.1,-4.5,1.1,4.5
Cc1ccc(C(=O)NNC(=O)CCC(=O)Nc2cc(C)on2)cc1,2.8,9.4,7.3,17.0,-1.1,-0.5,-0.4,1.8,12.5,-4.4
CCOC(=O)CC1C(=O)NCCN1C(=O)c1ccc(F)cc1F (stereo not given),-1.1,4.9,0.4,-0.8,8.3,1.4,-0.2,-2.9,-15.1,-2.5
CC1(c2ccc(OC(F)F)cc2)NC(=O)N(CC(=O)c2ccc3c(c2)OCO3)C1=O (stereo not given),-4.0,-0.6,-0.6,-11.9,-14.2,-7.0,0.7,1.9,-11.7,0.4
Cn1c(=O)oc2cc(S(=O)(=O)N3CCN(c4ccc(F)cc4)CC3)ccc21,2.6,0.1,-0.6,3.8,-4.9,3.3,-0.8,-11.3,1.5,-16.1
O=C(Nc1cccc(S(=O)(=O)C(F)(F)F)c1)[C@H]1C[C@H](O)[C@@H](CO)O1,-1.1,4.5,0.0,-0.6,16.1,-1.0,-0.4,-0.2,6.5,-3.9
Cc1cc(NC(=O)CSc2nc(-c3ccc(F)cc3)cs2)no1,4.9,-9.4,1.7,0.6,-2.3,5.4,-0.2,-3.2,-9.6,1.4
Cn1c(SCC(=O)Nc2ccc(Cl)cc2F)nnc1-c1ccco1,0.1,-6.0,-1.1,-4.3,-0.7,-4.1,0.1,-2.6,-2.4,3.3
O=C(NCC1CCCO1)c1ccc(COCC(F)(F)C(F)F)cc1 (stereo not given),-2.2,8.3,0.0,-4.0,-2.4,2.0,-0.5,0.2,-14.0,6.4
Cc1ccc(NS(=O)(=O)N2CCCCC2)cc1,-1.3,-6.4,12.7,-3.8,11.9,4.8,-0.5,2.4,5.9,-1.7
COc1ccc(-c2cc(NC(=O)Cc3c(C)[nH]c4ccccc34)ccc2Nc2cccnc2)cc1OC,-2.7,4.0,-3.3,-32.4,8.1,-1.0,-1.0,12.8,5.9,6.4
CC(=O)Nc1cccc(-c2ccnc3c2CC(C(=O)NCCN(C)C)O3)c1 (stereo not given),2.2,-2.3,-5.9,0.7,1.0,0.1,0.4,-4.9,-4.0,0.1
O=C(N/N=C\c1ccc(F)cc1)c1ccc(F)cc1,-0.2,9.4,0.3,3.3,-1.6,3.4,-0.8,11.2,-0.6,-3.6
COc1ccc(Br)cc1CN(C)C(=O)c1ccc2c(c1)NC(=O)C(C)S2 (stereo not given),3.2,-5.0,-1.8,-4.2,14.4,3.7,-0.2,3.8,-10.6,-2.1
Cc1c(Cl)cccc1N(CC(=O)O)S(C)(=O)=O,-0.2,-3.8,-3.3,4.2,9.4,-0.1,-0.2,1.1,-2.6,1.8
